Assay outcomes deposited in PubChem BioAssay by several laboratories.
Anthrax LF inh2: Bacillus anthracis LF protease inhibitors, primary screen, biochemical, multiplex microsphere, MLPCN library; inhibition, % at 10 µM; 0.12% of 360,000 active; multiplex microsphere protease cleavage assay; Lethal factor (Bacillus anthracis), P15917; also: plate controls were buffer without enzyme for full effect and enzyme alone for no effect
BoNT-A LC inh2: BoNT/A light chain protease inhibitors, primary screen, biochemical, flow cytometry, MLPCN library; Botulinum neurotoxin type A light chain protease (Clostridium botulinum A str. ATCC 3502); inhibition, % at 10 µM; AID 588499, 2011; multiplex microsphere protease substrate cleavage; 0.17% of 360,000 active; also: plate controls were buffer without enzyme for full effect and enzyme alone for no effect
FadD28 FP inh: inhibitors of FadD28 bisubstrate probe binding, primary screen, biochemical, fluorescence polarization, single point; 0.22% of 360,000 active; inhibition, % at 12.5 µM; Mycobacterium tuberculosis FadD28 fatty-acid-AMP ligase; AID 588549, 2011; in the data active = inhibition above about 8.5%, passing the limit was not always enough; inconclusive = no clear call, values can overlap the other calls
Yp Topo-I inh: Yersinia pestis topoisomerase I inhibitors, primary screen, biochemical, cleavage product accumulation, plate reader, single point; activity, % at 10 µM; 0.064% of 360,000 active; DNA topoisomerase I (Yersinia pestis CO92); AID 504884, 2011; Y. pestis Topo-I cleavage product accumulation; in the data active = activity above about 50%, passing the limit was not always enough; inconclusive = no clear call, values can overlap the other calls; also: inactives centre near 2
CCHF vOTU inh: CCHFV vOTU protease inhibitors, primary screen, biochemical, Pep-AMC substrate, fluorescence; Crimean-Congo hemorrhagic fever virus L polyprotein viral ovarian tumor (vOTU) protease …; inhibition, % at 11.5 µM; 0.55% of 370,000 active; AID 651958, 2012; in the data active = inhibition above about 30%; also: 0% = vehicle wells with enzyme and 100% = no enzyme wells
PrPC TRFRET: inhibitors of human cell surface prion protein PrPC, primary screen, cell-based, TR-FRET; 0.43% of 370,000 active; Major prion protein (Homo sapiens), P04156; inhibition, % at 13.8 µM; TR-FRET read-out; in the data active = inhibition above about 24%; also: 0% = median of the test wells and 100% = reference compound wells
PfHsp40 rescue: rescue of yeast from PfHsp40 toxicity, primary screen, S. cerevisiae, ATP luminescence; AID 504582, 2011; 0.68% of 340,000 active; growth rescue, % at 12.5 µM; S. cerevisiae expressing PfHsp40, growth rescue; in the data active = growth rescue above about 28%, passing the limit was not always enough; inconclusive = no clear call, values can overlap the other calls;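 also: yeast W303a lacking pdr1 and pdr3 grown in galactose medium; growth measured after three days at 30 °C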
BoNT F protease: BoNT/F light chain protease inhibitors, primary screen, biochemical, flow cytometry, MLPCN library; Multiplex microsphere protease cleavage assay; inhibition, % at 10 µM; 0.22% of 360,000 active; AID 588497, 2011; in the data active = inhibition above about 35%, passing the limit was not always enough; inconclusive = no clear call, values can overlap the other calls; also: plate controls were buffer without enzyme for full effect and enzyme alone for no effect
TcdB inh: TcdB glycohydrolase inhibitors, primary screen, biochemical, single point, plate reader; 0.24% of 350,000 active; inhibition, % at 9.99 µM; TcdB glycohydrolase enzymatic assay; in the data active = inhibition above about 10%
* hit, by the source's call; ? = inconclusive; · = not tested or not shown; & = joins results of further samples. Rule as the data show it, unless noted: active = inhibition above about 30%; inconclusive = no clear call, values can overlap the other calls; inactive = below that.

Sample of the layout (two entries):
SMILES | Anthrax LF inh2 | BoNT-A LC inh2 | FadD28 FP inh | Yp Topo-I inh | CCHF vOTU inh | PrPC TRFRET | PfHsp40 rescue | BoNT F protease | TcdB inh
COc1ccc2c(c1O)C13CCN(C)C(C2)C1CCC(=O)C3 (stereo not given) | 0 | 0.4 | -3.5 | 1 | -9 | 5 | · | -5 | 0.3
CC1CCCCC1NC(=S)NC(=O)c1ccccc1Br (stereo not given) | -1 | 0.3 | 0.8 | 20 | 8 | 3 | 4.3 | 0 | ·

This part in full, previewed entries included:
SMILES | Anthrax LF inh2 | BoNT-A LC inh2 | FadD28 FP inh | Yp Topo-I inh | CCHF vOTU inh | PrPC TRFRET | PfHsp40 rescue | BoNT F protease | TcdB inh
COc1ccc2c(c1O)C13CCN(C)C(C2)C1CCC(=O)C3 (stereo not given) | 0 | 0.4 | -3.5 | 1 | -9 | 5 | · | -5 | 0.3
CC1CCCCC1NC(=S)NC(=O)c1ccccc1Br (stereo not given) | -1 | 0.3 | 0.8 | 20 | 8 | 3 | 4.3 | 0 | ·
CC(C)(C)OC(=O)N1CCC(C(=O)NNC(=O)c2ccc(Cl)cc2Cl)CC1 | 2 | -0.4 | -0.8 | -3 | 1 | -10 | -2.0 | -2 | 1.5
COc1ccc(OC)c(C2=NNC(=NCc3ccc4c(c3)OCO4)SC2)c1 | -1 | 0.0 | -2.7 | -5 | -3 | -1 | -0.7 | -11 | 0.3
CCOC(=O)c1ccc(NC(=O)C2(c3ccccc3)CCCC2)cc1 | 0 | -0.6 | -0.5 | 20 | -4 | 1 | -0.4 | -4 | ·
COC(=O)c1cc(=O)n(-c2ccccc2)c(=Nc2ccccc2)s1 | -4 | 0.2 | -2.1 | -7 | 1 | -8 | -0.1 | 7 | -0.9
CC1C(=O)OC2CCN3CC4OC4(COC(=O)C(C)(O)C1(C)O)C23 (stereo not given) | 5 | -0.8 | -1.5 | 4 | -2 | -2 | -1.3 | -7 | 0.2
CCOC(=O)c1c(C)[nH]c(C)c1C(=O)COC(=O)c1ccc(S(=O)(=O)N(CC)CC)cc1 | -7 | ? | -0.4 | 4 | 5 | 7 | 2.8 | -3 | ·
CCCCN1C(=N)N([C@@H](C)CN2CCC[C@H]2CN2C(N)=NC[C@H]2CC(C)C)C[C@H]1Cc1ccccc1 | -6 | -0.3 | -1.1 | 0 | 16 | 4 | 0.8 | -8 | -4.4
Cc1nc2ccccc2c2oc(C(=O)N3CC(C)CC(C)C3)cc12 (stereo not given) | -1 | 0.2 | -1.5 | 26 | 17 | 7 | 0.0 | -5 | 0.8
O=c1[nH]c(C2CCN(S(=O)(=O)c3ccccc3)CC2)nc2c1nnn2Cc1c(F)cccc1Cl | -9 | 0.2 | -8.9 | 33 | -9 | -4 | -0.1 | -8 | 0.6
CC(=O)c1ccccc1NC(=O)CC1(CC(=O)O)CCCCC1 | 4 | -0.8 | 2.4 | 8 | 7 | 0 | 0.6 | -4 | 1.5
NC(=O)c1cc(Sc2ccccc2)nc2ccccc12 | -6 | -0.3 | -1.4 | -3 | 9 | 4 | 0.2 | 6 | -12
COC(=O)C[C@H]1C[C@@H]2c3cc(NS(=O)(=O)c4cccc(OC)c4)ccc3O[C@@H]2[C@@H](CO)O1 | -6 | 0.0 | -3.5 | 2 | -7 | 5 | · | 5 | -0.1&-0.7
O=C(COc1ccc2ccc(=O)oc2c1)Nc1cccc(S(=O)(=O)N2CCCCC2)c1 | · | · | -2.5 | 1 | -2 | 8 | -0.5 | · | 0.6
CN(C)S(=O)(=O)c1cc(NC(=O)COC(=O)c2ccc3c(c2)OCO3)ccc1Cl | 3 | -0.4 | 0.5 | 1 | -17 | -4 | 0.2 | -2 | ·
COc1cccc(C(=O)N2CCN=C2SC)c1 | -1 | -0.2 | -5.7 | 1 | 20 | -6 | -0.5 | -7 | 2.7
O=C(Nc1ccccc1)N1CCN(CCc2ccccc2)CC1 | -5 | 0.4 | -0.7 | -7 | -2 | -4 | -0.2 | -1 | -0.3
Cn1c(Oc2cccnc2CN2CCCC2)nc2cc(-c3cccc(C(F)(F)F)c3)sc2c1=O | -5 | -0.2 | -3.5 | 8 | 4 | -8 | · | -9 | -0.5
Cc1ccc2nc(-c3cccc(S(=O)(=O)N4CCCC4)c3)cn2c1 | -2 | 2.1 | -4.6 | 20 | 9 | 1 | -0.1 | 6 | -0.3
CCc1ccc(Nc2nc3ccccc3c(=O)s2)cc1 | 33* | 8.4 | -3.6 | 0 | -6 | -3 | 1.2 | 76* | ·
CCC(=O)Nc1cccc(NC(=S)NC(=O)c2cccc(C)c2)c1 | -3 | 0.5 | -2.4 | 26 | 7 | 5 | -1.5 | -1 | 0.8
Cc1nc(C(=O)NCCO)cc2c1[nH]c1ccccc12 | 1 | -3.1 | -1.6 | -2 | -5 | 6 | 0.4 | -18 | 1.5
Cc1cc(NC(=O)CCCC(=O)OCC(F)(F)C(F)F)cc(C)c1C(=O)O | 15 | 1.5 | -1.5 | 2 | -32 | -3 | 0.7 | 5 | ·
CCN1CCN(c2ccc(S(=O)(=O)N3CCOCC3)cc2NC(=O)/C=C/c2ccc(C)cc2)CC1 | 2 | 0.5 | -5.2 | 2 | -3 | -8 | -0.7 | 6 | 1.5
CSCCC(NC(=O)c1ccco1)C(=O)OC(C)C(=O)NC(=O)NC1CCCCC1 (stereo not given) | 0 | -0.1 | -2.2 | 5 | 3 | -3 | 1.7 | -3 | ·
O=C1NC(=O)/C(=C\c2ccccc2OCc2cccc([N+](=O)[O-])c2)N1 | 0 | -0.6 | -5.7 | -1 | 12 | -17 | -0.6 | -1 | 0.5
O=C(NCCc1ccc(Cl)cc1)c1ccc(NC2=NC3CS(=O)(=O)CC3S2)cc1 (stereo not given) | -7 | 0.1 | -0.5 | 6 | 4 | -11 | 0.5 | -1 | 0.4
COc1ccc(-c2cnc(C(O)c3ccc(-c4ccccc4)cc3)[nH]2)cc1 (stereo not given) | -7 | -0.4 | -0.9 | -8 | -2 | -5 | · | -6 | 0.8
CC1=C(O)C(=O)C(c2c(C)cc(C)c(Br)c2C)=C(O)C1=O | 3 | -0.8 | ? | -21 | 7 | -15 | · | -3 | 0.9
Cc1cc(NC(=O)CSc2nc(N)c(NC(=O)c3ccc(F)c(F)c3)c(=O)[nH]2)no1 | -3 | -2.2 | -2.5 | -5 | -3 | 3 | 1.8 | -8 | -0.2
CCN(CC)S(=O)(=O)c1ccc(OC)c(NC(=O)CSCc2c(C)noc2C)c1 | -5 | -0.4 | -4.0 | -3 | 4 | 3 | 0.1 | -6 | 1.5
Cc1ccc(NC(=O)[C@H](C)NC(=O)C2CCN(C(=O)[C@@H](N)C(C)C)CC2)cc1 | -26 | -0.1 | -1.5 | 5 | -5 | -4 | 1.1 | -8 | 0.6
CC1CCN(C(=O)COC(=O)c2cccs2)CC1 | 0 | -0.6 | -0.9 | 1 | -13 | 1 | 0.9 | -1 | 1.6
CN(C)/C=C1\C(=O)NN=C1c1ccccc1 | -1 | -0.3 | -2.1 | 4 | 6 | -5 | -0.2 | 5 | -0.4
O=C(Cn1ncc2c3ccccc3n(Cc3cccc(Cl)c3)c2c1=O)NCC1CCCO1 (stereo not given) | 3 | -0.3 | 0.3 | 11 | 10 | 1 | 1.0 | 0 | 4.8
Nc1cc(S(=O)(=O)N2CCOCC2)ccc1Oc1ccc(F)cc1 | 0 | -0.1 | 0.2 | 5 | -10 | 2 | 0.2 | -3 | 1.0
CCCc1cc(-c2nc(N)ncc2-c2csc(C)n2)c(O)cc1OC | 1 | 0.4 | -1.2 | 16 | 17 | -7 | 1.1 | -5 | 2.4
NC(N)=N/N=C/c1cc([N+](=O)[O-])ccc1O | -2 | -0.4 | -0.1 | 1 | 8 | -6 | 3.2 | 1 | ·
CN1CCCC(OC(=O)c2cc(Cl)ccc2Cl)C1 (stereo not given) | -11 | -0.6 | -0.8 | -4 | 6 | -4 | 0.6 | -7 | ·

An excerpt from above, showing only FadD28 FP inh:
canonical_smiles	FadD28 FP inh
CCN1CCN(c2ccc(S(=O)(=O)N3CCOCC3)cc2NC(=O)/C=C/c2ccc(C)cc2)CC1	-5.2
CSCCC(NC(=O)c1ccco1)C(=O)OC(C)C(=O)NC(=O)NC1CCCCC1 (stereo not given)	-2.2
O=C1NC(=O)/C(=C\c2ccccc2OCc2cccc([N+](=O)[O-])c2)N1	-5.7
O=C(NCCc1ccc(Cl)cc1)c1ccc(NC2=NC3CS(=O)(=O)CC3S2)cc1 (stereo not given)	-0.5
COc1ccc(-c2cnc(C(O)c3ccc(-c4ccccc4)cc3)[nH]2)cc1 (stereo not given)	-0.9

The list continues.
SMILES | Anthrax LF inh2 | BoNT-A LC inh2 | FadD28 FP inh | Yp Topo-I inh | CCHF vOTU inh | PrPC TRFRET | PfHsp40 rescue | BoNT F protease | TcdB inh
CCOC(=O)N1CCN(C(=O)C2CCN(S(=O)(=O)c3ccc(Cl)cc3)CC2)CC1 | 1 | 0.7 | -1.5 | 6 | -7 | 1 | 0.0 | 4 | ·
COc1ccc(-c2cc(=Nc3ccc(C(=O)O)cc3)c3cc(C)ccc3o2)cc1 | 0 | 0.8 | -1.0 | 4 | -147 | 5 | -0.5 | -4 | 1.9
CCOc1cc(/C=N/Nc2nc3ccccc3[nH]2)cc(Br)c1OCC(=O)N(C)C | -6 | -0.3 | 1.6 | 7 | 1 | -6 | 0.5 | -13 | 0.5
CCC(C)NC(=O)CCn1c(-c2ccc(F)cc2)cc(C(C)=O)c1C (stereo not given) | 1 | 0.0 | -1.3 | -1 | 4 | 0 | 0.1 | 1 | -0.4
COC(=O)C(CCSC)NC(=O)CNC(=O)C1CCCCC1 (stereo not given) | -5 | 0.6 | -1.1 | -6 | -4 | 2 | 1.2 | -2 | ·
COc1cc(NC(=O)c2cnc(NCc3ccccc3)nc2C)cc(OC)c1OC | 0 | 0.2 | -1.6 | -2 | 12 | 14 | -1.0 | 12 | 0.5
Cc1cccc(NC(=O)N2C3CCCC2CC(NC(=O)C(C)(C)C)C3)c1 (stereo not given) | -3 | -0.2 | -2.3 | 6 | -7 | 0 | -0.9 | ? | 0.0
COc1cc(OC)cc(N(C(=O)c2ccco2)C(C(=O)NC2CCCC2)c2ccc(N(C)C)cc2)c1 (stereo not given) | 2 | 0.7 | -2.5 | 16 | 0 | -4 | 1.2 | -10 | ·
COc1ccc(NC(=O)CN(C)C(=O)c2ccc3ccccc3c2)cc1 | 2 | -0.6 | -2.8 | 2 | -1 | 3 | -0.6 | 6 | -0.2
COc1ccc(NC(=S)NC(=O)c2ccc(Br)o2)cc1 | -2 | 0.1 | -2.6 | 3 | 0 | -2 | 0.4 | -2 | ·
[O-]C(=C(C(=S)Nc1cccc2ccccc12)[n+]1cccc(CO)c1)c1ccc(Cl)s1 | 0 | 2.8 | -1.9 | 7 | 4 | -4 | -1.1 | -29 | 0.1
Cc1ccc(Oc2nc3c(C)cccn3c(=O)c2/C=C(\C#N)C(N)=O)cc1 | 8 | -2.5 | -2.6 | 8 | -17 | -3 | -0.4 | ? | -0.4
CC1=NN(C(C#N)c2ccccc2C)C(c2ccccc2)C1 (stereo not given) | 13 | 3.5 | -1.2 | -7 | 6 | -2 | -1.5 | 29 | 0.5
COc1ccc(CNC(=S)Nc2cccc(F)c2)cc1 | -11 | -2.0 | -1.5 | -16 | 2 | 0 | 1.3 | ? | -5.8
O=C1NC2(Nc3ccccc31)C(=O)Nc1ccc(Br)cc12 (stereo not given) | 4 | 0.6 | -2.9 | -25 | 9 | 4 | 0.6 | -1 | 0.1
Cc1ccc(N2C(N)=NC(N)=NC23CCCC3)c(C)c1 | -2 | 0.3 | -0.4 | 0 | 5 | -9 | -0.4 | ? | ·
COc1ccc(OCC(=O)NNC(=O)c2cccs2)cc1 | -1 | -0.3 | -3.2 | -2 | 11 | -4 | -1.0 | -6 | ·
